Integrin act MD: integrin-mediated muscular dystrophy alleviation activation; AID 624291; 350,000 compounds, 0.064% hits; alpha7betagal myoblasts, beta-gal FDG fluorescence, 48 h; Potency, µM (titrated, usually from 38.3 µM), without a hit: at the top dose activation, actives largely listed as activators;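 note: potency is the fitted concentration of half-maximal effect; 100% = response of the positive control SU9516; nearly all actives have a fitted effect of over 60% in size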
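Alpha7betagal+/- myoblasts (passage 13) were plated 16-24 hr, then exposed to compounds (1:260 dilution of DMSO stock) for 48 hours at 37C. After MPER lysis, β-galactosidase reporter activity was read as FDG fluorescence (ex 480/em 540) after 30 minutes.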
A-T KAP1 phos: potential ataxia-telangiectasia treatment | […] A-T fibroblasts, KAP-1 phosphorylation AlphaLISA; neocarzinostatin DNA damage 30 min before lysis | Potency, µM (doses to about 57.5 µM), without a hit: top-dose activation, usual class: activators | 320,000 compounds, 0.19% hits; note: potency is the fitted concentration of half-maximal effect; % of control where 0% means no effect; nearly all actives have a fitted effect of over 45% in size
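ATM-like activity read as KAP-1 phosphorylation via AlphaLISA donor/acceptor antibody pairs after lysis and 6 hr at 25C. Cells were ATM-null patient fibroblasts ([…], hTERT), dosed 60 min, then exposed to the DSB inducer NCS for 30 min.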
p53 reactivation: re-activators of mutant p53; H1299 p53-A138V BP100-luciferase reporter, luminescence, 24 h; Potency, µM (doses to about 92.2 µM), inactives show top-dose activity change, positive = activation, usual class: activators; 320,000 compounds, 0.063% hits; AID 504706; note: potency is the fitted concentration of half-maximal effect; % of control where 0% means no effect; nearly all actives have a fitted effect of over 45% in size
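p53-null H1299 cells stably carrying temperature-sensitive p53-A138V and a BP100-luciferase reporter were pinned with compounds (4-point, 1:5 series) and held 24 hrs at 37 deg C. Luminescence was read 10 min after detection reagent.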
MLL CXXC-DNA inh: MLL CXXC-DNA interaction inhibition. 290,000 compounds, 0.037% hits. MLL-CXXC / FITC-HOXA9 DNA fluorescence polarization. Q03164. Potency, µM (doses to about 115 µM), for the others: at the highest dose activity change, negative = inhibition, hits mostly inhibitors; active = well fitted inhibition curve with a large enough effect in the polarisation, with a control signal flat, not every such curve was filed as active; inconclusive = small, poorly fitted or top-dose-only effect, or effect the other way, or a change in a side signal; inactive = no such curve, though single readings can be large or run the other way; the % refers to the polarisation; note: potency is the fitted concentration of half-maximal effect
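Steps: dispense CXXC domain solution (7 uM) → pin compounds or unlabeled HOX-A9 DNA control → 5 min ambient → add FLSN-HOX-A9 solution (50 nM) → spin → 30 min ambient → fluorescence polarization. Tris pH 7.5/NaCl/DTT/BSA buffer.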
TRPV1 ag: agonists of human vanilloid receptor 1 (TRPV1). TRPV1-expressing cells, Fluo-8 calcium influx, agonist mode. activation, % at 8.33 µM. 320,000 compounds, 0.19% hits. AID 540275; in the data active = activation above about 80%; inconclusive = between about 30% and that limit; note: 0% is about no effect
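Fluo-8 calcium influx in TRPV1-expressing cells, kinetic read (ex 480/em 520 nm). Compound added and read 3 min for agonist activity, followed by capsaicin at EC20 final and 2 min further read for enhancement.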
BRCA1 expr up: BRCA1 expression activation | 380,000 compounds, 1.1% hits | Potency, µM (doses to about 46.1 µM), without a hit: top-dose activation, hits mostly activators | MCF7-BRCA1-FFLuc reporter, luminescence, 48 h; response scale: scaled: vehicle 0%, 10 µM genistein 100%; note: potency is the fitted concentration of half-maximal effect; nearly all actives have a fitted effect of over 80% in size; some results filed as inactive show a strong effect at the top dose
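Reporter cells (MCF7, BRCA1 promoter-firefly luciferase) received library compounds across a concentration series for 48 h. End-point luminescence was measured and concentration-effect curves derived after normalization.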
ELG1 repair inh: blocks ELG1-dependent DNA repair in HEK293T cells; HEK293T ELG1-luciferase reporter, luminescence, 16 h; DNA damage induced by 5-fluorouridine; Potency, µM (series often up to 46.1 µM), for inactives: top-dose activity change, negative = inhibition, usual class: inhibitors; 330,000 compounds, 2.3% hits; AID 504467; note: potency is the fitted concentration of half-maximal effect; % is set by controls: 0 for no effect and ±100 for the full control effect; nearly all actives have a fitted effect of over 55% in size
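Step one: seed 2,000 cells per well. Step two: pin-transfer compound or DMSO alongside 5-fluorouridine. Step three: incubate 16 hr, 37 °C, 5% CO2. Step four: add ONE-Glo, wait 30 min, read luminescence.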
PTAP TSG101 blk: blocks PTAP/TSG101 interaction to inhibit HIV-1 budding; 340,000 tested, under 10 active; Potency, µM (highest dose often 115 µM), inactives show at the top dose activity change, negative = inhibition, hits mostly inhibitors; Fluorescence polarization, FITC-PTAP peptide / Tsg101 binding; active = well fitted inhibition curve with a large enough effect in the main read-out, with a control signal flat, not every such curve was filed as active; inconclusive = small, poorly fitted or top-dose-only effect, or effect the other way, or a change in a side signal; inactive = no such curve, though single readings can be large or run the other way; note: potency is the fitted concentration of half-maximal effect; % of control where 0% means no effect
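Compounds were pin-transferred onto Tsg101 binding domain (10 uM final) in HEPES pH 7.5 buffer, then FITC-PTAP peptide was added at 50 nM final. After 20 min at RT, polarization reported peptide displacement across a qHTS concentration series.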
B2AR arrestin: agonists driving beta-arrestin recruitment to human beta2-adrenergic receptor | Potency, µM (doses to about 46.1 µM), for inactives: at the highest dose activation, usual class: activators | P07550 | beta-arrestin recruitment to beta2AR, cell-based reporter | AID 492947 | 330,000 compounds, 0.02% hits;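 note: potency is the fitted concentration of half-maximal effect; 0% = DMSO controls and full agonism = EC100 isoproterenol or metaproterenol; nearly all actives have a fitted effect of over 65% in size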
TCR act: T cell receptor activation. AID 504894. Potency, µM (titrated, usually from 9.22 µM), for inactives: at the top dose activation of IL-2 secretion, hits mostly activators. primary human leukocytes, anti-CD3, IL-2 HTRF, 48 h. 330,000 tested, under 10 active; note: % of control where 0% means no effect
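HTRF read-out of IL-2 secretion: europium cryptate donor excited at 320nm, d2 acceptor emission at 665nm. Cells were primary human leukocytes incubated 48 hr with compounds and a-CD3 beads, supplying TCR signal only.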
Starred values were filed as active, the others as inactive; ? = inconclusive; . = no result given; [ ] = another dose, or the depositor's remark. Unless noted, calls come from the whole dose curve; as a rule, active = well fitted curve in the direction sought with a large enough effect; inconclusive = small, poorly fitted or top-dose-only effect, or another doubt; inactive = no such curve, though single readings can be large; an effect the other way counts as inactive or inconclusive.

Values run as follows: Integrin act MD	A-T KAP1 phos	p53 reactivation	MLL CXXC-DNA inh	TRPV1 ag	BRCA1 expr up	ELG1 repair inh	PTAP TSG101 blk	B2AR arrestin	TCR act
Cc1nn2c(-c3ccccc3)c(-c3ccccc3)nc2[nH]c1=O
 : 21%	1%	18%	0%	0	-17%	-4%	-3%	-0.5%	-13%
O=C(COC(=O)c1ccc(Cl)c([N+](=O)[O-])c1)NC1CCCC1
 : -4%	-10%	2%	?	2	-11%	3%	-8%	0.1%	-23%
COc1cccc(NC(=O)COC(=O)c2c(NC(C)=O)sc(C)c2C)c1
 : -6%	8%	?	.	-2	19%	-14%	0%	0.1%	-37%
O=C(CC1S/C(=N/N=C2CCCCCC2)NC1=O)Nc1ccccc1F (stereo not given)
 : 3%	-6%	.	-11%	3	-14%	-1%	-3%	0.3%	-4%
Cn1nc(C(F)(F)F)c(/C=N/OC(=O)c2ccccc2)c1SCc1ccccc1Cl
 : -60%[inhibitor]	11%	-5%	-9%	18	-82%[inhibitor]	?	-4%	-0.1%	0%
O=C(c1ccc(F)c(S(=O)(=O)N2CCOCC2)c1)N(CCc1ccccc1)Cc1ccccc1
 : 2%	3%	-3%	.	26	-33%	?	0%	-3.1%	-14%
Cc1ccc(NC(=O)c2cc(S(=O)(=O)N3CCCC3)cn2C)cc1
 : -3%	-4%	3%	.	-3	-4%	-4%	0%	-0.1%	14%
CC(C)OC(=O)CSc1nnc(CNc2nc(-c3ccccc3)cs2)n1C
 : 13%	7%	-4%	-6%	-1	-2%	-3%	-2%	-0.5%	-1%
COc1ccc(-c2noc(-c3cc(Cl)ccc3Cl)n2)cc1OC
 : .	-1%	11%	0%	-1	.	9%	.	-0.1%	.
CC(C)CC(=O)Nc1cc(NC(=O)CC(C)C)cc(C(=O)NC(C)(C)C)c1
 : -38%	2%	3%	18%	10	-24%	-12%	-1%	-0.2%	-1%
Cc1cc(Br)cc(Br)c1OCC(=O)NNC(=O)CCC(=O)NCc1ccccc1
 : 26%	-1%	-4%	-1%	-5	4%	12%	-1%	0.4%	3%
O=C(N/N=C/c1ccc(-n2ccnc2)cc1)c1cccs1
 : 3%	6%	22%	-7%	0	11µM*	?	-7%	-0.5%	-5%
COCCNC(=O)C(=O)Nc1cc2c3c(c1)C(C)C(=O)N3CCC2 (stereo not given)
 : 20%	2%	-13%	10%	-4	-33%	?	0%	-0.5%	0%
O=C1c2ccccc2C(=O)N1CCCCON1C(=O)c2ccccc2C1=O
 : 20%	-3%	-8%	-1%	9	-22%	1%	-8%	-0.2%	-4%[46.1 µM]
O=C(c1ccccc1Br)N1CCc2c([nH]c3ccccc23)C1
 : 0%	-20%	-2%	-7%	20	-11%	-4%	-7%	-0.8%	-12%

Later entries.
Values run as follows: Integrin act MD	A-T KAP1 phos	p53 reactivation	MLL CXXC-DNA inh	TRPV1 ag	BRCA1 expr up	ELG1 repair inh	PTAP TSG101 blk	B2AR arrestin	TCR act
CCCCn1c(SCc2nc(N)nc(Nc3ccccc3C)n2)nc2ccccc2c1=O
 : 2%	.	-5%	-1%	-1	-51%	?	1%	0.0%	5%
CCN(CC)CCNC(=O)c1ccc(NC(=O)c2c(F)cccc2Cl)cc1
 : -24%	5%	1%	2%	1	2%	12%	-2%	-0.1%	-12%
CCCOc1cccc(C(=O)N2CCN(C(=O)C3CCCO3)CC2)c1 (stereo not given)
 : -15%	24%	-3%	1%	-4	-9%	13%	.	-0.8%	2%
COC(=O)c1ccccc1NC(=O)c1ccc(-c2ccc(Br)cc2)o1
 : ?	-2%	25%	-15%	-6	11%	?	-1%	0.1%	-1%
CC(=O)NCCn1c(SCC(=O)NC2CCCCC2)nc2ccccc2c1=O
 : 0%	4%	-3%	8%	2	2%	0%	-6%	0.1%	1%
CCOC(=O)c1ccccc1NC(=O)COC(=O)c1ccccc1C(=O)N(C)c1ccccc1
 : -13%	2%	-4%	.	5	-25%	?	-1%	0.4%	0%
Cc1ccc(C(=O)Nc2nc(-c3ccco3)c(-c3ccco3)s2)o1
 : -13%	5%	2%	.	4	-63%	15%	-1%	0.2%	10%
COc1cc(C(=O)Nc2ccc(O)cc2)ccc1OC(C)=O
 : 25%	2%	20%	-4%	2	24%	?	0%	-0.1%	-1%
C=C(C(=O)c1ccccc1)C(C)CC(=O)c1ccccc1 (stereo not given)
 : -44%	-3%	-31%[inhibitor]	7%	?	-104%[inhibitor]	?	0%	-0.4%	-1%[46.1 µM]
C/C(CC(=O)Nc1ccc(N(C)C)cc1)=N\NC(=O)c1ccc(Cl)cc1Cl
 : -14%	-3%	.	-19%	2	60%	18%	0%	-0.7%	.
O=C(Nc1cccnc1)OCc1ccccc1
 : -5%	18%	-2%	2%	26	?	?	-2%	-1.0%	.
CCOC(=O)C1CCN(C(=O)c2cc3c(ccc4ccccc43)o2)CC1
 : 17%	12%	-7%	1%	9	?	?	-2%	0.1%	-3%
CCN(Cc1ccccc1)Cc1nc(CCc2ccccc2)no1
 : 23%	9%	5%	-10%	14	0%	11%	1%	-1.1%	6%
O=C(CNC(=S)N(Cc1ccccc1)Cc1cccnc1)NC1CCCC1
 : 9%	0%	-13%	-2%	-4	-18%	-1%	-1%	0.4%	0%[46.1 µM]
Cn1c(=N)n(CC(=O)c2cccs2)c2ccccc21
 : -11%	-1%	?	-3%	-5	-13%	?	-7%	-0.1%	.

Ordered by value in TRPV1 ag (lowest first): some entries from above
Molecule,Integrin act MD,p53 reactivation,MLL CXXC-DNA inh,TRPV1 ag,PTAP TSG101 blk,B2AR arrestin,TCR act
COC(=O)c1ccccc1NC(=O)c1ccc(-c2ccc(Br)cc2)o1,?,25%,-15%,-6,-1%,0.1%,-1%
Cn1c(=N)n(CC(=O)c2cccs2)c2ccccc21,-11%,?,-3%,-5,-7%,-0.1%,.
CCCCn1c(SCc2nc(N)nc(Nc3ccccc3C)n2)nc2ccccc2c1=O,2%,-5%,-1%,-1,1%,0.0%,5%
C/C(CC(=O)Nc1ccc(N(C)C)cc1)=N\NC(=O)c1ccc(Cl)cc1Cl,-14%,.,-19%,2,0%,-0.7%,.
CCOC(=O)C1CCN(C(=O)c2cc3c(ccc4ccccc43)o2)CC1,17%,-7%,1%,9,-2%,0.1%,-3%
CCN(Cc1ccccc1)Cc1nc(CCc2ccccc2)no1,23%,5%,-10%,14,1%,-1.1%,6%
O=C(Nc1cccnc1)OCc1ccccc1,-5%,-2%,2%,26,-2%,-1.0%,.

Other compounds:
Values run as follows: Integrin act MD	A-T KAP1 phos	p53 reactivation	MLL CXXC-DNA inh	TRPV1 ag	BRCA1 expr up	ELG1 repair inh	PTAP TSG101 blk	B2AR arrestin	TCR act
CCCCCc1c2c(cc(O)c1C(=O)O)OC(=O)c1c(cc(OC)cc1C(=O)CCCC)O2
 : 10%	-3%	-5%	?	26	11%	9%	-11%	3.4%	-7%
O=C(Cc1ccc(Br)cc1)N/N=C/c1cccnc1
 : 7%	18%	-5%	-1%	-7	14%	3%	-3%	0.3%	-6%
CC(OC(=O)Cn1cnc2ccccc2c1=O)C(=O)N(C)c1ccccc1 (stereo not given)
 : 3%	8%	-4%	.	0	-6%	-6%	-1%	-0.1%	-24%
Cc1ccc2cc3cc(C(=O)NCCCN4CC(C)CC(C)C4)oc3nc2c1 (stereo not given)
 : -16%	2%	4%	28%	3	10%	0%	-3%	-0.3%	-6%
CCOC(=O)CN1C(=O)N(c2ccccc2OC)S(=O)(=O)c2ccccc21
 : ?	-1%	-3%	17%	8	10%	4%	-2%	-0.1%	2%
COCCNc1nc(-c2cc(-c3ccccc3)on2)cc(C(C)C)n1
 : -3%	48%	-4%	0%	4	6%	4%	.	-0.5%	1%
Cc1ccc(S(=O)(=O)N2CCOCC2)cc1NS(=O)(=O)c1ccc(F)c(F)c1
 : 23%	3%	-10%	.	-2	-4%	-6%	-3%	-0.2%	-3%
Oc1ccccc1-n1nc2ccc3nonc3c2n1
 : 25%	-6%	3%	10%	0	-54%	0%	-1%	0.3%	-1%
CSc1ccc(S(=O)(=O)NCc2ccccc2)cc1
 : ?	-1%	-2%	0%	-1	-3%	-14%	-3%	-0.6%	3%

Structures from the list above with an NH in an aromatic ring (2):
Values run as follows: Integrin act MD	A-T KAP1 phos	p53 reactivation	MLL CXXC-DNA inh	TRPV1 ag	BRCA1 expr up	ELG1 repair inh	PTAP TSG101 blk	B2AR arrestin	TCR act
Cc1nn2c(-c3ccccc3)c(-c3ccccc3)nc2[nH]c1=O
 : 21%	1%	18%	0%	0	-17%	-4%	-3%	-0.5%	-13%
O=C(c1ccccc1Br)N1CCc2c([nH]c3ccccc23)C1
 : 0%	-20%	-2%	-7%	20	-11%	-4%	-7%	-0.8%	-12%

Source: PubChem BioAssay
